KOR beta-arrestin-1: KOR antagonists, beta-arrestin recruitment, cell-based, luminescence, uHTS (AID 1778); one-dose inhibition, % at 10 µM; IC50 in µM for titrated hits; KOR beta-arrestin recruitment, luminescence, antagonist mode; higher % means a stronger effect; 0.091% of 290,000 active; also: strong numbers were not always called active
Yfh1-off respiration: mitochondrial function rescue without frataxin homolog – Friedreich's ataxia, plus single-dose screen, dose response (AID 1465) | S. cerevisiae Yfh1-off respiration, WST-1 reduction, 72 h; higher fold induction means a stronger effect | fold induction at 50 µM, or EC50 in µM where a hit was titrated | 0.074% of 220,000 active;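 active = fold induction of absorbance versus untreated yeast above a set limit, then at least 30% activation at any dose in follow-up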;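 also: activators that raise dye reduction in frataxin-depleted yeast; strong numbers were not always called active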
NTR1 ag: agonists of NTR1, primary screen, imaging, U2OS cells, beta-arrestin-GFP, high content (AID 493036). NTR1-U2OS beta-arrestin-GFP spot imaging, agonist mode. activation, % at 20 µM. 0.17% of 330,000 active;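 active = activation at or above 40% of the spot to cytoplasm intensity ratio, with at least 20 cells analyzed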;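 also: 0% = DMSO without peptide and 100% = 100 nM NTR1 peptide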
Target sequence (P30989 whole entry, looked up): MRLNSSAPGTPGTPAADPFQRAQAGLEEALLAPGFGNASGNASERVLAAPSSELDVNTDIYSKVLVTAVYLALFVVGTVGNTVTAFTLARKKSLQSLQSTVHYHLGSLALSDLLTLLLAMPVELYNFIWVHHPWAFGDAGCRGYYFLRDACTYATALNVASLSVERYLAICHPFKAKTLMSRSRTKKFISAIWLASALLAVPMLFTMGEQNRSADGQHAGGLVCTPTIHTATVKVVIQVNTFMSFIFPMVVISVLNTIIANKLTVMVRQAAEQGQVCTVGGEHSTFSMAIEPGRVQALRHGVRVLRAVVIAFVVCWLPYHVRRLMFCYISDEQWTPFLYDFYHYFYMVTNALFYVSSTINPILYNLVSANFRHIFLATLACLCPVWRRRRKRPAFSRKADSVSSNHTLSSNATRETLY
KOR beta-arrestin-2: KOR agonists, beta-arrestin recruitment, primary screen, cell-based, luminescence, uHTS (AID 1777); 0.02% of 280,000 active; one-dose activation, % at 10 µM; EC50 in µM for titrated hits; KOR beta-arrestin recruitment, luminescence; higher % means a stronger effect; in the data active = activation above about 50%, passing the limit was not always enough; also: a part of the inactive calls stands beside numbers as strong as those of hits
NOD1 inhibition: inhibition of NOD1-driven NF-kB reporter – cell-based, luminescence, uHTS, primary screen (AID 1578). NOD1-driven NF-kB luciferase reporter cells, luminescence; higher % means a stronger effect. one-dose inhibition, % at 4 µM; EC50 in µM for titrated hits. 1% of 290,000 active; in the data active = inhibition mostly above about 36%, no sharp cut-off; inactive = mostly below about 34%;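 also: HEK-293T reporter cells stimulated with the NOD1 agonist gamma-tri-DAP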
ER stress rescue: protection against thapsigargin-triggered cell killing – 384-well, CSM14.1, ATP luminescence, primary screen (AID 1222); CSM14.1 thapsigargin-induced death rescue, ATP luminescence; higher % means a stronger effect; one-dose cellular ATP content (survival), % at 20 µM; EC50 in µM for titrated hits; 190,000 tested, under 10 active;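 active = EC50 below 50 µM in the dose-response confirmation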;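 also: death triggered by thapsigargin at about 15 µM added after 2 h compound pretreatment; cell ATP read after overnight thapsigargin exposure of roughly 18 to 22 hours; normalized against plate controls of thapsigargin alone and 5% DMSO vehicle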
TNAP activation fold: stimulation of alkaline phosphatase TNAP activity – biochemical, luminescent, no phosphate acceptor, uHTS, primary screen (AID 1001) | purified TNAP, luminescent activation assay, no phosphate acceptor; higher activation fold means a stronger effect | one-dose activation fold at 20 µM; EC50 in µM for titrated hits | 0.03% of 200,000 active; in the data active = activation fold from about 3, or a potency from the dose series; inactive = the rest, 99 in 100 with activation fold below about 1.6; also: many of its hits are not listed in these tables
HEK293 NOD2/NF-kB: NOD2 signaling inhibitors, cell-based, luminescence, uHTS, HEK293 (AID 1566). HEK293 NOD2/NF-kB luciferase reporter, luminescence; higher % means a stronger effect. inhibition, % at 4 µM; hits with a dose series show EC50 in µM. 0.63% of 290,000 active; also: many of its hits are not listed in these tables
GPR55 activation: selective activators of receptor GPR55 – imaging, U2OS cells, beta-arrestin-GFP redistribution, primary screen (AID 1961). U2OS GPR55 beta-arrestin-GFP redistribution imaging; higher % means a stronger effect. 0.048% of 290,000 active. one-dose activation, % at 10 µM; EC50 in µM for titrated hits;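 active = activation above 40% with more than 50 cells counted in the well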;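 also: U2OS osteosarcoma cells stably expressing GPR55 and beta-arrestin-GFP; plate controls were DMSO negative control for no effect and LPI positive control for full effect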
NTR1 ag cell count 20 µM: further read-out of NTR1 ag, marked with its call; cell count; measured here: cell count, cytotoxicity flag
* hit, by the source's call; i = inactive; / = not tested or not shown; [ ] = another dose, or the depositor's remark. Rule as the data show it, unless noted: active = inhibition above about 50%; inactive = the rest.

SMILES	KOR beta-arrestin-1	Yfh1-off respiration	NTR1 ag	NTR1 ag cell count 20 µM	KOR beta-arrestin-2	NOD1 inhibition	ER stress rescue	TNAP activation fold	HEK293 NOD2/NF-kB	GPR55 activation
CCNC(=O)N1C(=O)C2(OCCO2)c2ccccc21	5%	i	-1.0	63	-8.2%	-3%	1.7%	1.1	9%	-0.3%
CC(NC(=O)C(=O)N1CCOCC1)C(c1cccs1)N1CCN(c2ccc(F)cc2)CC1 (configuration not stated)	7%	/	-0.2	56	-4.9%	-1%	/	/	10%	-0.2%
O=C(CCCC(=O)n1cnc2ccccc21)n1cnc2ccccc21	25%	i	-1.4	52	14%	13%	-0.2%	1.1	6%	-0.2%
O=C(NCC(c1ccco1)N1CCCCC1)C(c1ccccc1)c1ccccc1 (configuration not stated)	-30%	i	-0.9	61	-1.2%	6%	-2.1%	1.1	-13%	-0.2%
COc1ccc(-n2c(COc3ccc(Cl)cc3)nnc2SCc2ccc(C#N)cc2)cc1	5%	i	4.4	55	1.0%	-17%	2.4%	1	-8%	2.9%
Cc1ccc(/C=C/c2onc(C)c2S(=O)(=O)N2CCC(C(=O)N3CCN(C)CC3)CC2)cc1	-52%	/	-1.4	62	3.4%	-30%	/	/	8%	-0.1%
Cc1c(-c2nnc(SCC(=O)O)n2-c2ccccc2Br)nnn1-c1ccccc1	-4%	i	-0.4	60	3.7%	-17%	-1.4%	1.1	7%	-0.3%
CCOC(=O)c1sc(NC(=O)c2sc(C)nc2C)nc1C	18%	/	-0.9	80	-3.5%	0%	/	/	6%	-0.1%
Cc1cccc(NC(=O)CCSc2nncn2C)c1	-16%	i	-0.6	77	-2.8%	-27%	6.3%	1.1	11%	1.2%
O=C(CN1C(=O)c2cccc3cccc1c23)NCc1cccnc1	-35%	i	-0.4	62	-1.7%	-17%	2.7%	1.1	14%	0.1%
Cc1cccc(C(=O)NCC(=O)N2CCCC2)c1	3%	/	0.0	73	4.4%	-22%	/	/	10%	0.0%
O=C(CCc1ccc(S(=O)(=O)N2CCOCC2)cc1)Nc1nc(COc2ccccc2)cs1	-44%	/	-0.7	66	2.1%	37%	-1.3%	1	21%	0.0%
COc1ccc(C(C)(C)C)cc1NC(=O)c1ccc[n+]([O-])c1	-21%	/	-0.6	46	-2.3%	-40%	/	/	-8%	0.1%
O=C(Cn1c2ccccc2c(=O)c2cc([N+](=O)[O-])ccc21)Nc1ccccc1Cl	22%	i	4.1	97	-7.3%	-7%	5.0%	1.1	-11%	0.2%
CCN1CCN(CCCNC(=O)CCC(=O)N2CCOc3ccc(Cl)cc32)CC1	19%[20 µM]	/	-0.4	55	-2.0%	-22%	/	/	7%	0.4%
Cc1cc(N2CCOCC2)nc2ccc(NC(=O)CCC(=O)N3CCN(c4ccc(F)cc4)CC3)cc12	-37%	/	5.6	33	3.0%	-14%	/	/	18%	-0.1%
COc1cccc(C(=O)N=c2sc3c(C)ccc(OC)c3n2C)c1	-40%	i	10	105	26%	-31%	/	1	-42%	-0.2%
COc1ccc(OC)c(NC(=O)C23CC4CC(C2)CC(n2cnc(Br)n2)(C4)C3)c1	-3%	i	-0.4	81	-1.1%	2%	2.2%	1.1	6%	-0.2%
COc1cc(S(=O)(=O)N2CCOCC2)ccc1NC(=O)c1cc2c(s1)CCC2	-10%	i	2.0	48	0.1%	-13%	-1.3%	1	17%	2.8µM*
CCCc1nnc(SCC(=O)N(CC)CC)n1CC1CCCO1 (configuration not stated)	-12%	i	-1.1	39	-0.5%	-1%	-0.3%	1.1	7%	0.1%
CCOC(=O)c1c(NC(=O)CC(C)C)sc(C(C)=O)c1C	15%	i	3.4	87	-18%	0%	5.5%	1	18%	0.3%
C/C(=N/N1CCN(Cc2ccccc2)CC1)c1ccc(Br)cc1	-26%[20 µM]	/	0.6	58	-3.3%	-31%	/	/	-8%	-0.2%
Cc1oc2c(CN3CCCCC3)c(O)ccc2c(=O)c1-c1ccc(Br)cc1	-3%	/	0.7	46	4.1%	1%	/	/	7%	-0.1%
Nc1nnc(-c2ccc(Cl)c([N+](=O)[O-])c2)s1	-5%	i	2.8	28	-3.3%	-17%	-0.6%	1.2	10%	-0.1%
O=C1CCN(Cc2ccc([N+](=O)[O-])cc2)CCN1CCO	-36%[20 µM]	/	0.1	78	-1.3%	-31%	/	/	-8%	0.5%

Profiles, looked up by structure. Screens in order: KOR beta-arrestin-1, Yfh1-off respiration, NTR1 ag, NTR1 ag cell count 20 µM, KOR beta-arrestin-2, NOD1 inhibition, ER stress rescue, TNAP activation fold, HEK293 NOD2/NF-kB, GPR55 activation
Shown for O=C1CCN(Cc2ccc([N+](=O)[O-])cc2)CCN1CCO : -36%[20 µM], /, 0.1, 78, -1.3%, -31%, /, /, -8%, 0.5%
Shown for CCOC(=O)c1sc(NC(=O)c2sc(C)nc2C)nc1C : 18%, /, -0.9, 80, -3.5%, 0%, /, /, 6%, -0.1%
Shown for O=C(CCCC(=O)n1cnc2ccccc21)n1cnc2ccccc21 : 25%, i, -1.4, 52, 14%, 13%, -0.2%, 1.1, 6%, -0.2%
Shown for Cc1cccc(NC(=O)CCSc2nncn2C)c1 : -16%, i, -0.6, 77, -2.8%, -27%, 6.3%, 1.1, 11%, 1.2%
Shown for CC(NC(=O)C(=O)N1CCOCC1)C(c1cccs1)N1CCN(c2ccc(F)cc2)CC1 (configuration not stated) : 7%, /, -0.2, 56, -4.9%, -1%, /, /, 10%, -0.2%

Continued.
SMILES	KOR beta-arrestin-1	Yfh1-off respiration	NTR1 ag	NTR1 ag cell count 20 µM	KOR beta-arrestin-2	NOD1 inhibition	ER stress rescue	TNAP activation fold	HEK293 NOD2/NF-kB	GPR55 activation
COc1cccc(-c2cc(=O)c3cc(NC(=O)c4ccccc4)ccc3[nH]2)c1	-58%	i	1.3	82	2.2%	-94%	-1.9%	1.1	-22%	-0.2%
COCCNC(=S)N/N=C/c1ccc([N+](=O)[O-])cc1	31%	i	-1.3	47	4.4%	-3%	/	/	10%	0.3%
c1ccc(Cn2c[n+](Cc3ccccc3)cn2)cc1	16%	i	0.5	60	4.2%	-11%	/	/	9%	-0.1%
Cn1c(-c2ccc(F)cc2)cnc1SCC(=O)N1CCCc2ccccc21	-6%	i	-1.2	49	10%	-39%	-6.2%	1.1	-30%	-0.3%
COc1cc(C(=O)NC(CCSC)C(=O)OCC(=O)NC(=O)C2CCCCC2)cc(OC)c1OC (configuration not stated)	-8%	i	0.6	45	-6.0%	-19%	0.0%	1.1	9%	1.7%
O=C1NN=C(CSc2n[nH]c(=S)s2)CS1	4%	i	0.7	32	-1.5%	-45%	-0.5%	1	19%	0.1%
COc1ccc(/C=C2\CCCC3C2=NN(C(=O)CSc2n[nH]c(N)n2)C3c2ccc(OC)cc2)cc1 (configuration not stated)	-37%[20 µM]	i	18	39	0.7%	8%	1.1%	1.1	5%	0.2%
CC(C)(C)c1ccccc1OCC(=O)NCc1ccccc1	-25%[20 µM]	/	2.0	68	1.9%	-14%	/	/	-8%	-0.2%
CCOC(=O)N1CCN(C(=O)c2ccc(Cl)c(S(=O)(=O)Nc3ccccc3)c2)CC1	-16%	i	0.9	54	-0.1%	-16%	-0.6%	1	3%	0.3%
CC(C)c1onc(C(=O)N2CCN(c3ccc(F)cc3)CC2)c1[N+](=O)[O-]	-5%	/	-0.1	70	4.3%	-12%	/	/	4%	-0.2%
COc1cc(OC)cc(C(=O)NCC(=O)OCC(=O)N2CC(C)CC(C)C2)c1 (configuration not stated)	-31%	i	0.1	48	0.7%	-16%	-2.5%	1.1	-14%	-0.2%
COc1ccc(-c2nnc(SCCC(=O)O)n2-c2ccccc2)cc1OC	34%	i	0.5	88	-14%	-13%	-0.6%	1	2%	0.3%
Cc1ccc(-c2noc(CSc3nnc(Cc4ccccc4)n3-c3cccc(C)c3)n2)cc1	-10%	i	19	82	-1.0%	15%	-2.5%	1	-2%	-0.1%
CC1Cc2ccccc2N1S(=O)(=O)c1cnc(Cl)c(Cl)c1 (configuration not stated)	-20%	i	5.1	45	0.6%	-1%	/	/	-2%	0.6%
COc1ccc(-n2nc3c(c2NC(=O)C2CC(=O)N(c4ccccc4)C2)CS(=O)(=O)C3)cc1 (configuration not stated)	11%	/	0.6	66	-3.1%	-28%	/	/	4%	-0.1%
Cc1ccc(S(=O)(=O)N2CCOCC2)cc1NC(=O)CNCC1CCCCC1	16%	i	-0.3	41	-0.1%	-30%	-1.9%	1.2	7%	0.3%
COc1ccc(NC(=O)/C(C#N)=C/c2ncc([N+](=O)[O-])n2C)c(OC)c1	-28%	i	-1.1	53	/	2%	/	/	9%	-0.3%
COc1ccc(C(=O)NC(C(=O)N2CCN(c3ccccc3O)CC2)C(C)C)cc1 (configuration not stated)	-18%	/	-0.6	51	-8.0%	-13%	/	/	8%	-0.2%
Cc1c(C(=O)C(=O)N2CCN(C)CC2)c2ccccc2n1C	2%	i	2.4	53	1.2%	-29%	1.0%	1.1	-3%	-0.1%
COc1ccc(C2c3[nH]c4ccccc4c3C[C@H]3C(=O)N(C4CCN(Cc5ccccc5)CC4)CC(=O)N23)c(OC)c1 (some centres not stated)	-33%	/	1.6	97	0.1%	-15%	/	/	1%	0.3%

Screening results: PubChem BioAssay, several laboratories

The list is partial. The share of hits here may be higher or lower than overall.
